HePTP inhibitor: human HePTP phosphatase inhibition. P35236. recombinant HePTP phosphatase activity, OD absorbance. inhibition, % at 20 µM. 110,000 compounds, 0.64% hits. AID 521; in the data active means inhibition above about 50%;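 further: plate controls were vehicle for no effect and reference inhibitor for full effect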
Target sequence (P35236 whole entry, looked up): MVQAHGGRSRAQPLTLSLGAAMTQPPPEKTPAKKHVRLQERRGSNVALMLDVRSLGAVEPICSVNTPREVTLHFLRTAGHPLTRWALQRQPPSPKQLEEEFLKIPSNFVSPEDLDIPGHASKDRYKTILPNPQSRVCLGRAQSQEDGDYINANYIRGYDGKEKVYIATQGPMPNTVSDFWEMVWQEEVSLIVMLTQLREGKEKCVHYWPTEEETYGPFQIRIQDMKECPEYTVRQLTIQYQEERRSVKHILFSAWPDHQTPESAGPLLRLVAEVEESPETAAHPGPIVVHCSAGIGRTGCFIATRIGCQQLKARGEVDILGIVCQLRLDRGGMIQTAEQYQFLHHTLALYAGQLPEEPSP
BAP1 inh: inhibitors of human BAP1 deubiquitinase; activity remaining (% of control), % at 20 µM; 72,000 compounds, 0.48% hits; recombinant BAP1, Ub-AMC hydrolysis fluorescence kinetic; stronger effect = lower value;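 active means activity remaining at or below 50% of control, provided the compound also passes the data quality filters; inactive means the rest, including low values that fail the filters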;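 further: 100% = DMSO wells rate and 0% = substrate alone blank rate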
Target sequence (Q92560 whole entry, looked up): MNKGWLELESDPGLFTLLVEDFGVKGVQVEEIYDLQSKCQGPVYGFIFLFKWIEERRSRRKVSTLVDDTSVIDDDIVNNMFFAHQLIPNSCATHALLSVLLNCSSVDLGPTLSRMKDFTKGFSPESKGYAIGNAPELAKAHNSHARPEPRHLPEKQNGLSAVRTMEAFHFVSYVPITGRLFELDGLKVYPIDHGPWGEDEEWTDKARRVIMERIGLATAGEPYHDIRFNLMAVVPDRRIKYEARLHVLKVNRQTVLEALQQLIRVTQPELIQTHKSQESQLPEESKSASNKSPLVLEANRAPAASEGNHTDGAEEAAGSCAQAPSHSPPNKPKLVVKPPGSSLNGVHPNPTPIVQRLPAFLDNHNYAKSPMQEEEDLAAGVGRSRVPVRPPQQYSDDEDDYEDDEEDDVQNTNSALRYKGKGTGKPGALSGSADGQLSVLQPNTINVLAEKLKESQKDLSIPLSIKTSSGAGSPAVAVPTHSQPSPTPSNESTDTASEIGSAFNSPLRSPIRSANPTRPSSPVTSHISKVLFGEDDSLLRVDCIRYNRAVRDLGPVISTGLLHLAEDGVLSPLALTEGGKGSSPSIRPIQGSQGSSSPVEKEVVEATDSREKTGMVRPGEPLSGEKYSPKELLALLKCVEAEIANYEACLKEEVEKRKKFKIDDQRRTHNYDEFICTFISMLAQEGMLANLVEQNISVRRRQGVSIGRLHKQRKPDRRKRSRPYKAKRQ
Starred values were filed as active, the others as inactive; i = inactive; · = not tested or not shown; & = joins results of further samples.

SMILES	HePTP inhibitor	BAP1 inh
N#Cc1nc(-c2ccc(OCc3ccccc3)cc2)oc1NCc1cccnc1	9.8	·
COc1ccc(C(=O)Nc2cc(C(F)(F)F)ccc2Cl)cc1OC	-2.3	·
Cc1cccc(NC(=O)Nc2ccc(-c3nc4ccccc4s3)cc2)c1	3.0	·
COc1ccc(C(=O)Nc2sc3c(c2C(N)=O)CCCC3)cc1	12.0	·
CC(C)CN(C(=O)COC(=O)CCN1C(=O)c2ccccc2C1=O)C1CCS(=O)(=O)C1 (stereo unspecified)	4.2	101.1
Cn1c(NC(=O)COc2ccc(Cl)cc2)cc(=O)n(C)c1=O	·	76.4
Cc1cccc(CSc2nnc(-c3ccco3)n2C)c1	-0.3	80.2
Cc1ccc(-n2nnc3c(=O)n(CC(=O)N4CCOCC4)cnc32)cc1	-14.6	103.8
CN1CC(=O)NC1=NC(=O)c1ccc(Cl)c(S(=O)(=O)N2CCCCCC2)c1	10.2	111.4
CCOC(=O)C1=C(c2ccccc2)OC(N)=C(C#N)C1c1ccco1 (stereo unspecified)	7.2	90.3
Cn1c(=O)c2c(nc(SCc3ccccn3)n2C)n(C)c1=O	-2.6	92.7
Cc1cc(C(=O)c2cccs2)c(N)s1	4.2	78.8
CCOC(=O)C1CCN(C(=O)c2cn(CCOC)c(=O)c3c2c2ccccc2n3C)CC1	6.4	·
CCCOC(=O)c1ccc(NC(=O)OC)cc1	1.5	·
Cc1ccc(C(=O)C2=C(O)C(=O)N(c3ncccn3)C2c2cccc(Cl)c2)o1 (stereo unspecified)	6.3	91.9
O=C(CC(Nc1cccc(Cl)c1)c1ccc(F)cc1)c1ccccc1 (stereo unspecified)	9.9	·
CC1(C)Cc2noc(N)c2C(C)(C)N1OC(=O)c1cccs1	-3.5	95.6
O=C(C1CCC(CNc2c(N3CCCCC3)c(=O)c2=O)CC1)N1CCCCC1 (stereo unspecified)	6.3	103.9
COc1nc(NCc2ccco2)nc(N2CCC(C)CC2)n1	3.8	78.5
CCC(C(=O)NCc1ccc(OC)cc1)c1ccccc1 (stereo unspecified)	-9.2	·
O=C1NC(=S)NC(=O)C1=Cc1ccc(OCc2ccccc2Cl)cc1	12.3	·
Cc1ccc(-c2csc(NC(=O)c3ccc(Cl)cc3)n2)cc1	7.0	·
O=C(O)C1CCCCC1C(=O)N(Cc1ccccc1)Cc1ccccc1 (stereo unspecified)	·	82.2
CCN(CC)CCCn1c(C)cc2c(c1=O)C(c1cccc(Cl)c1)C(C#N)=C(N)O2 (stereo unspecified)	8.5	119.6
CCCC(=O)Nc1ccccc1NC(=O)CN(C)S(=O)(=O)c1ccc(C)cc1	-1.2	110.6

Full records, quoted from the list:
`Cc1ccc(-c2csc(NC(=O)c3ccc(Cl)cc3)n2)cc1` in the list: HePTP inhibitor = 7.0; BAP1 inh = ·
`CCN(CC)CCCn1c(C)cc2c(c1=O)C(c1cccc(Cl)c1)C(C#N)=C(N)O2` (stereo unspecified) in the list: HePTP inhibitor = 8.5; BAP1 inh = 119.6

The listing picks up, starting five compounds before the break.
SMILES	HePTP inhibitor	BAP1 inh
O=C1NC(=S)NC(=O)C1=Cc1ccc(OCc2ccccc2Cl)cc1	12.3	·
Cc1ccc(-c2csc(NC(=O)c3ccc(Cl)cc3)n2)cc1	7.0	·
O=C(O)C1CCCCC1C(=O)N(Cc1ccccc1)Cc1ccccc1 (stereo unspecified)	·	82.2
CCN(CC)CCCn1c(C)cc2c(c1=O)C(c1cccc(Cl)c1)C(C#N)=C(N)O2 (stereo unspecified)	8.5	119.6
CCCC(=O)Nc1ccccc1NC(=O)CN(C)S(=O)(=O)c1ccc(C)cc1	-1.2	110.6
CCCN(CCC)C(=O)CC(c1ccc(F)cc1)c1ccco1 (stereo unspecified)	12.8	·
CCOC(=O)NCc1cc(-c2nn(C)c(=O)c3ccccc23)ccc1C	6.8	157.5
Cc1nn(-c2cccc(Cl)c2)c2c1C(c1ccncc1)C(C#N)=C(N)O2 (stereo unspecified)	-7.9	62.3
CCOc1ccc(NC(=O)c2cnn(-c3ccccc3)c2NC(=O)c2ccccc2F)cc1	3.0	·
O=C(CN1C(=O)c2ccccc2S1(=O)=O)NCc1cccnc1	-5.7	95.5
COc1nc(N(C)C)nc(N(OC)S(=O)(=O)c2ccccc2Cl)n1	4.8	101.5
CC(C)C(c1nnnn1C1CCCC1)N1c2ccccc2CC1C (stereo unspecified)	-3.3	105.6
CCOC(=O)c1cc2c(=O)n3ccccc3nc2n(CC2CCCO2)c1=NC(C)=O (stereo unspecified)	-8.3	·
C=CCSC1=C(C#N)C(c2ccco2)C(C(=O)Nc2ccccc2OC)=C(C)N1 (stereo unspecified)	-14.3	·
O=S(=O)(Nc1ccccc1CO)c1ccc2ccccc2c1	-11.8	·
Nc1c(Cc2ccccc2)ccc2c1C(=O)c1ccccc1C2=O	14.4	·
COc1ccc(/C=C2\SC(N3CCCCCC3)=NC2=O)cc1OC	9.7	·
CCOC(=O)C1=C(C)N(c2ccccc2)C(C)=C(C(=O)OCC)C1c1ccc([N+](=O)[O-])cc1	3.4	·
O=C(CN1C(=O)S/C(=C/c2ccccc2F)C1=O)Nc1ccccc1	5.3	·
O=C(c1cc(-c2ccc(Cl)cc2)on1)N1CCOCC1	4.5	105.5
NC(=O)C[C@@H]1N[C@]2(C(=O)Nc3ccccc32)[C@@H]2C(=O)N(c3cc(C(F)(F)F)ccc3Cl)C(=O)[C@H]12	-0.3	107.1
CCOC(=O)CNC(=O)CSc1nnc(-c2ccccc2OC)n1CC	0.7	98.3
O=S(=O)(N1CCOCC1)N1CCN(c2ccccc2F)CC1	-7.6	127.2
O=C(CC1(O)C(=O)Nc2ccc(Br)cc21)c1cccc2ccccc12 (stereo unspecified)	-6.5	·
Nc1nc(-c2ccc(F)cc2F)cs1	-3.3	·
CSCC[C@H](NC(=O)OC(C)(C)C)c1nnc(SCC(=O)Nc2ccc(C)cc2C)o1	7.7	·
COc1cccc(-c2nc(CSCC(=O)NCC3CCCO3)c(C)o2)c1 (stereo unspecified)	-0.6	110.5
COc1ccc(S(=O)(=O)N2CCC(C(=O)N3CCCCC3)CC2)cc1OC	-6.0	105.3
CCOc1ccccc1NC(=O)c1c(OC)cccc1OC	-1.1	·
CCCCCOC(=O)C1[C@H]2C(=O)N(c3ccccc3CC)C[C@]23C=C[C@H]1O3 (stereo partly specified)	5.2	60.3
(listing goes on)
SMILES	HePTP inhibitor	BAP1 inh
CC1=C(C(=O)OC(C)C)C(c2cccc(Cl)c2Cl)C2=C(CC(C)(C)CC2=O)N1 (stereo unspecified)	9.1	·
O=C(Cc1ccccc1)Nc1ccccc1C(=O)O	·	123.7
Cc1cccc(OCCC(=O)Nc2c(C)n(C)n(-c3ccccc3)c2=O)c1	6.4	117.6
Cc1ccsc1-c1nc(CSCC(=O)N2CCN(c3ccccc3)CC2)c(C)o1	8.2	90.5
O=C(NC1CCCCCCC1)c1ccc(CNc2c(N3CCOCC3)c(=O)c2=O)cc1	0.9	92.5
COc1ccc(NC(=O)c2ccco2)cc1NC(=O)c1cccc(OC(C)C)c1	4.1	114.2
Cc1ccc(-n2c(SCC(=O)Nc3ccc4c(c3)OCO4)nnc2-c2cccs2)cc1	-2.9	62.1
CCCCOc1cc2oc(=O)cc(C)c2cc1OCCCC	-11.3	·
COc1ccccc1NC(=O)N1CCN(c2ncccn2)CC1	·	72.3
Cc1sc2ncn(CC(=O)OC(C)C(=O)NC(C)(C)C)c(=O)c2c1C (stereo unspecified)	2.4	89.9
Cc1ccc(C(=O)CC(=O)c2ccc(Br)cc2)c(O)c1	5.9	·
CC(C)(C)n1nnnc1C(c1cccs1)N(Cc1ccccc1)Cc1cccnc1 (stereo unspecified)	7.1	72.3
Cc1cc(-c2ccc(Cl)cc2)n2nc(N)nc2n1	-4.0	111.4
O=C(CCSc1ccccc1)Nc1nnc(-c2ccccc2)o1	-1.9	86.0
O=C(O)c1ccccc1SC1CC(=O)N(c2cccc(Cl)c2)C1=O (stereo unspecified)	2.2	·
CCOc1ccccc1N1CCN(Cc2ccc(OC)c(OC)c2OC)CC1	-0.5	150.3
COc1ccc(/C(O)=C2\C(=O)C(=O)N(CCc3ccccc3)C2c2ccc(C)cc2)cc1 (stereo unspecified)	-4.3	·
O=C(Nc1c(-c2ccccc2)nc2ccccn12)c1ccco1	-1.2	108.5
COc1ccc(C(=O)N2CC=C(c3ccccc3)CC2)cc1S(=O)(=O)N1CCOCC1	-12.2	111.5
CCc1ccc(NC(=O)C2CC2c2ccccc2)cc1 (stereo unspecified)	6.3	·
COc1ccc(C(=O)NC(N2CCCCC2)C(Cl)(Cl)Cl)cc1OC (stereo unspecified)	-11.6	·
CN1C(=O)C(O)(CC(=O)c2cccc(-n3cccc3)c2)c2ccccc21 (stereo unspecified)	-4.4	93.3
Cc1ccc(-n2c(C)cc(/C=C3\SC(=O)NC3=O)c2C)cc1C	-2.8	·
Cc1ccccc1CC1S/C(=N\N=C\c2ccco2)NC1=O (stereo unspecified)	0.9	·
COC(=O)c1ccccc1NC(=O)c1oc2ccc(C)cc2c1C	5.7	·
The list goes on:
SMILES	HePTP inhibitor	BAP1 inh
O=C(Nc1sc2c(c1C(=O)Nc1ccccc1)CCCCC2)c1cccnc1	·	70.3
COc1ccccc1N1C(=O)CC(N2CCN(Cc3ccc4c(c3)OCO4)CC2)C1=O (stereo unspecified)	-20.1	·
O=C(Nc1ccc(F)cc1F)c1cnn2c1NC(c1cccs1)CC2C(F)(F)F (stereo unspecified)	-10.1	·
Cc1cc(C(=O)OCC(=O)Nc2nc(-c3ccccc3)cs2)c(C)o1	4.2	78.7
COc1ccccc1OCCCCCc1c(C)n[nH]c1C	0.2	82.2
O=C(CNC1C(=O)Nc2ccccc21)Sc1ccccc1 (stereo unspecified)	-3.7	66.6
FC(F)(F)c1cccc(N2CCN(c3nnnn3-c3ccccc3)CC2)c1	11.8	78.3
CCOC(=O)COc1cc(=O)n(CC)c2ccccc12	9.8	91.0
COc1ccc(OC)c(CNc2nc3ccccc3n2CCN2CCCCC2)c1	0.7	99.6
O=C(NCCOC(=O)C1COc2ccccc2O1)c1cccnc1 (stereo unspecified)	3.9	88.3
O=C(/C=C(\O)c1ccc(F)cc1)C(F)(F)F	7.4	·
CCCC(=O)C1=C(O)C(C(=O)OC)C(C)(C)CC1=Nc1ccccc1 (stereo unspecified)	4.2	·
COc1ccccc1N1CCN(C(=O)Nc2cccc(C)c2)CC1	2.0	101.6
Cc1cc(Cl)cc(C)c1OCCN1CCCC1	14.3	·
CCOC(=O)C1C(=O)C=C(N2CCOCC2)CC1c1cccc(OC)c1 (stereo unspecified)	11.0	103.6
CCOc1ccc(C2Nc3ccccc3NC3=C2C(=O)CC(c2ccc(OC)cc2)C3)cc1 (stereo unspecified)	10.7	·
CCOc1ccc(NC(=S)NC(NC(=O)c2ccccc2Cl)C(Cl)(Cl)Cl)cc1 (stereo unspecified)	5.6	·
Fc1cccc(Cl)c1Cn1nnc2c(NCc3ccccn3)ncnc21	5.3	110.1
Cc1nn(S(=O)(=O)c2ccccc2[N+](=O)[O-])c(C)c1Sc1ccc([N+](=O)[O-])cc1	2.7	·
C(=C\c1ccccc1)/CSc1nnc(-c2cnccn2)n1Cc1ccco1	-4.4	72.8
CCCC(=O)Nc1sc(C(=O)OC)c(C)c1C(N)=O	-3.3	112.0
Cc1nc(SCC(=O)NCc2ccco2)nc(C)c1C	9.0	94.0
CN1CCc2c(sc3nc(=S)[nH]c(N)c23)C1	-1.2&10.9	·
CNC(=O)c1cc2c(=O)n3cccc(C)c3nc2n(C(C)C)c1=N	5.4	i
COc1ccccc1N1CCN(C(=O)C2CCC(Cn3c(=S)[nH]c4ccccc4c3=O)CC2)CC1 (stereo unspecified)	-0.1	106.3

3 compounds out of the list, ordered by molecular weight, highest first:
SMILES	HePTP inhibitor	BAP1 inh
O=C(Nc1ccc(F)cc1F)c1cnn2c1NC(c1cccs1)CC2C(F)(F)F (stereo unspecified)	-10.1	·
COc1ccccc1N1CCN(C(=O)Nc2cccc(C)c2)CC1	2.0	101.6
Cc1cc(Cl)cc(C)c1OCCN1CCCC1	14.3	·

The listing continues:
SMILES	HePTP inhibitor	BAP1 inh
Cc1cccc(N2CCN(C(=O)c3c(-c4ccccc4Cl)noc3C)CC2)c1C	-10.7	·
COC(=O)c1ccc(CSc2nc3c(c(=O)n2-c2ccc(C)cc2)SCC3)o1	-4.4	66.4
Cn1nnnc1SCc1c(F)cccc1F	3.6	100.0
COc1cccc(N2C(=O)/C(=C/c3cccc([N+](=O)[O-])c3)SC2=S)c1	-15.7	·
CCN1C(=O)/C(=C\c2ccccc2OS(=O)(=O)c2ccccc2[N+](=O)[O-])SC1=S	7.9	·
CC(=O)C1=C(O)C(=O)N(c2nc3ccccc3s2)C1c1ccccc1Cl (stereo unspecified)	7.9	·
O=C(NC1CCCCCC1)C1c2ccccc2C(=O)N1CCCN1CCOCC1 (stereo unspecified)	-2.8	91.7
Cc1cc(C)c(NC(=O)C(C)Sc2nnc(-c3cccc(F)c3)n2-c2ccccc2)c(C)c1 (stereo unspecified)	-3.5	·
CC(=O)c1cccc(N/C=C/[N+](=O)[O-])c1	9.1	·
O=C(Nc1cnc2ccccc2c1)c1cccc(-n2cnnn2)c1	-0.2	97.9
Cn1cnnc1SCC(=O)NC(c1ccccc1)c1ccccc1	-8.3	·
CCOc1ccc(C(O)c2cnc(C(C)C)n2C)cc1 (stereo unspecified)	4.0	·
CCOC(=O)c1cccc(NC(=O)CSc2nc3ccccc3c(=O)n2CC)c1	33.5	84.3
O=S(=O)(c1ccc(Cl)cc1)N1CCN(Cc2ccccc2C(F)(F)F)CC1	6.8	·
COc1ccc(C(=O)Cn2c(N3CCOCC3)nc3c2c(=O)n(C)c(=O)n3C)cc1	-8.3	·
COC(=O)COc1ccc(S(=O)(=O)NCc2ccncc2)cc1	8.6	91.8
c1ccc(-c2nn3c(-c4ccccc4)nnc3s2)cc1	7.8	102.3
COc1ccc(-n2nc(C(=O)O)c3ccccc3c2=O)c(OC)c1	-6.6	98.0
Cc1cnn(C(=O)c2oc3ccccc3c2C)c1	-4.0	87.1
O=C(NCc1cccnc1)C(=O)Nc1ccc(Cl)c(C(F)(F)F)c1	-2.6	·
O=C(NCc1ccc2c(c1)OCO2)C1CCCN(S(=O)(=O)c2cccs2)C1 (stereo unspecified)	3.8	94.3

Screening data: PubChem, several laboratories
